Screens (PubChem)
USP7 block = human USP7 deubiquitinase inhibition | purified USP7, Ub-rhodamine cleavage fluorescence | 0.3% of 47,000 active | inhibition, % at 20 µM
USP10 inh = blocks human USP10 ubiquitin-rhodamine cleavage; Q14694; inhibition, % at 20 µM; purified USP10, Ub-rhodamine fluorescence, 60 min; 1.1% of 47,000 active
USP28 inh = human USP28 deubiquitinase inhibition. 3% of 47,000 active. AID 1645857. Q96RU2. inhibition, % at 25 µM. purified USP28, Ub-rhodamine cleavage fluorescence, 30 min
OTUD3 inh = inhibitors of human OTUD3 deubiquitinase. Q5T2D3. purified OTUD3, Ub-rhodamine fluorescence, 2 h. inhibition, % at 25 µM. 0.7% of 47,000 active. AID 1645858
USP30 inh = human USP30 deubiquitinase inhibition. Q70CQ3. purified USP30, Ub-rhodamine cleavage fluorescence. inhibition, % at 25 µM. 5.3% of 47,000 active. AID 1645860
USP8 inh = blocks human USP8 ubiquitin-rhodamine cleavage; inhibition, % at 20 µM; AID 1645853; 4.2% of 47,000 active; purified USP8, Ub-rhodamine cleavage fluorescence, 30 min
USP17 inh = inhibitors of human USP17 deubiquitinase | AID 1645855 | 6.5% of 47,000 active | A8MUK1 | inhibition, % at 50 µM | purified USP17, Ub-rhodamine cleavage fluorescence, 3 h
UCHL1 inh = inhibitors of human UCHL1 deubiquitinase; inhibition, % at 20 µM; 0.2% of 47,000 active; AID 1645859; purified UCHL1, Ub-rhodamine cleavage fluorescence; P09936
Starred values were filed as active, the others as inactive; i = inactive; / = not tested or not shown. No stated cut-off is given here; in the data, active means inhibition above about 30%; inactive means the rest.

USP7 block | USP10 inh | USP28 inh | OTUD3 inh | USP30 inh | USP8 inh | USP17 inh | UCHL1 inh | compound
-4 | -2 | -6 | -14 | -12 | -20 | -20 | -5 | CN1CCCc2cc(C(=O)NCc3ccccc3)sc21
-1 | 1 | -1 | -3 | -7 | 2 | 8 | 0 | O=C(NC1CC2(CCCCC2)Oc2ccccc21)c1cnccn1 (centres undefined)
-1 | 2 | -2 | -7 | 1 | -2 | -2 | -1 | CC12CN(C(=O)c3ccco3)CC(C)(CN(C(=O)c3ccco3)C1)C2=O
2 | 0 | 1 | 0 | -2 | 0 | -3 | -2 | CNC(=O)CN1CCC[C@@H]2NC(=O)c3ccccc3OCC/C=C/C[C@@H]21
-148 | 51* | 11 | 8 | 25 | 90* | 9 | 5 | Cc1ccc(Cn2cc(-c3noc(C(=O)Nc4cc(F)ccc4F)n3)nn2)cc1
-2 | 4 | 4 | 0 | -1 | 1 | / | -1 | O=C(NCc1noc(-c2ccccc2)n1)c1ccccc1F
3 | 0 | 7 | 6 | 7 | -1 | 4 | 0 | CN1CCOc2ccc(S(=O)(=O)Nc3ccccc3F)cc21
-1 | 1 | 1 | -1 | 14 | 5 | 7 | -1 | Cn1nc(C2CC2)cc1C(=O)N1CCC[C@]2(CCC(=O)N2)[C@H]1c1ccc(F)cc1
-152 | -10 | -235 | -193 | i | -334 | -177 | -165 | CCN(Cc1ccccc1)c1ccc(/C=C(\C#N)c2nc3ccccc3[nH]2)cc1
2 | 2 | -2 | 0 | 4 | 8 | 7 | 0 | Cc1nn(Cc2ccccc2)c(C)c1CN1CCc2c(nc(N3CCCC3)[nH]c2=O)C1
-18 | 18 | 19 | 17 | 41* | 10 | 31* | 7 | COc1cccc(CNC(=O)c2ccccc2OCc2ccccc2)c1
12 | 10 | 8 | 13 | 6 | 14 | 4 | 6 | COc1ccc(-c2noc(CN(C3CCCCC3)S(=O)(=O)c3ccc(OC)cc3)n2)cc1
5 | 0 | 9 | 13 | 22 | -1 | 2 | 0 | O=C(CCN1C(=O)c2cccnc2Sc2ccccc21)NCC1CCCO1 (centres undefined)
-85 | 7 | 18 | 1 | 23 | 22 | 18 | 8 | CCC1c2[nH]c3ccccc3c2CCN1C(=O)c1ccc(Cl)cc1 (centres undefined)
4 | 0 | -2 | 2 | -4 | 1 | -1 | 5 | COc1cccc(NC(=O)c2nn(-c3ccc(F)cc3)c(OC)cc2=O)c1
-16 | 2 | -3 | -3 | 2 | -47 | 4 | 0 | CC(C)CC(=O)N1CCc2nc(C(=O)N3CCCCC3)sc2CC1
3 | 17 | 15 | 24 | 70* | 12 | 21 | 4 | O=C(CSc1nnc(-c2ccc3c(c2)OCO3)n1-c1ccccc1)OCC(=O)c1ccccc1
0 | 0 | 12 | 8 | 22 | 18 | 12 | -2 | Nc1ncnc2c1ncn2CCNCc1ccc2c(c1)OCO2
1 | -2 | -10 | -17 | -13 | 0 | -1 | -2 | Cc1ccc(S(=O)(=O)Nc2cc3[nH]c(=O)[nH]c3cc2C)c(C)c1
-63 | -11 | 3 | 10 | -70 | -232 | -43 | -42 | O=c1c(-c2ccc(O)c(O)c2)coc2cc(O)ccc12

Compound profiles (already shown):
`Cc1nn(Cc2ccccc2)c(C)c1CN1CCc2c(nc(N3CCCC3)[nH]c2=O)C1` is listed as USP7 block = 2; USP10 inh = 2; USP28 inh = -2; OTUD3 inh = 0; USP30 inh = 4; USP8 inh = 8; USP17 inh = 7; UCHL1 inh = 0
`O=c1c(-c2ccc(O)c(O)c2)coc2cc(O)ccc12` is listed as USP7 block = -63; USP10 inh = -11; USP28 inh = 3; OTUD3 inh = 10; USP30 inh = -70; USP8 inh = -232; USP17 inh = -43; UCHL1 inh = -42

USP30 inh, hit marks shown above
USP7 block | USP10 inh | USP28 inh | OTUD3 inh | USP30 inh | USP8 inh | USP17 inh | UCHL1 inh | compound
-18 | 18 | 19 | 17 | 41* | 10 | 31* | 7 | COc1cccc(CNC(=O)c2ccccc2OCc2ccccc2)c1
3 | 17 | 15 | 24 | 70* | 12 | 21 | 4 | O=C(CSc1nnc(-c2ccc3c(c2)OCO3)n1-c1ccccc1)OCC(=O)c1ccccc1

(next part)
USP7 block | USP10 inh | USP28 inh | OTUD3 inh | USP30 inh | USP8 inh | USP17 inh | UCHL1 inh | compound
-5 | 2 | / | 1 | / | 2 | -8 | 5 | Cc1ccc2nc(CCc3ccc(NS(=O)(=O)c4ccccc4)cc3)[nH]c2c1
4 | 0 | -16 | -4 | -1 | -7 | -13 | -3 | Cc1noc(-c2cc(=O)n(CC(=O)Nc3cc(F)cc(F)c3)c3ccccc23)n1
9 | -2 | 4 | 1 | -14 | 7 | -4 | 5 | Cc1nn(C)cc1C(=O)N1CCCC(c2[nH]c3ccccc3c2-c2ccncc2)C1 (centres undefined)
5 | 6 | 22 | 23 | 56* | 6 | 19 | 5 | Cc1ccccc1-c1nc(CN(C)S(=O)(=O)c2ccccc2)c(C)o1
-5 | -6 | -12 | -15 | -27 | -40 | -20 | -7 | O=C(NCc1cc(=O)n2c(n1)CNCCC2)C1CCC1
0 | 2 | -7 | 1 | 1 | 13 | -3 | -2 | CC(=NC(c1ccccc1)c1ccccc1)c1ccccc1O
-7 | -6 | / | -6 | / | -19 | -8 | -8 | COc1ccc(S(=O)(=O)NCCc2nnc3ccc(SCC(=O)c4ccc(Cl)cc4)nn23)cc1
2 | -1 | 4 | 7 | 4 | 14 | 15 | 0 | O=C(O)C1CC(=O)N(CCCN2CCOCC2)C1 (centres undefined)
0 | -1 | 0 | 0 | -2 | -22 | -7 | 1 | O=C(NCc1ccc2c(c1)OCO2)C1=CCN(Cc2cccc(F)c2)CC1
-10 | 0 | -3 | -4 | -15 | -2 | 0 | -7 | O=C(NC1CCCCCC1)C1CCCN(S(=O)(=O)N2CCC3(CC2)OCCO3)C1 (centres undefined)
0 | -1 | 3 | 6 | 6 | 4 | 2 | 1 | C[C@H]1CCN(S(C)(=O)=O)[C@@H](Cc2ccccc2)c2nc3ccccc3n21
-9 | -9 | -21 | -21 | -70 | -117 | -44 | -8 | Cn1c(NC(=O)C2CCCCC2)c(-c2cccs2)c(=O)c2ccccc21
0 | 0 | 1 | 10 | 18 | 8 | 11 | 3 | COc1ccc(-c2cc(C(F)F)n3ncc(C(=O)NCCCN4CCCC4=O)c3n2)cc1
5 | -1 | 17 | 6 | -17 | 0 | 7 | 1 | CCOCCc1nnc(NC(=O)C(=O)c2cc(C)n(-c3ccc(F)cc3)c2C)s1
0 | -4 | -24 | -17 | -21 | 8 | 1 | -1 | O=C(Cc1ccccc1)N1CCC2(CC1)NCCc1[nH]cnc12
-2 | 2 | 3 | 1 | 12 | 0 | -1 | 3 | Cc1ccc(NC2c3ccccc3C(=O)N2c2cccnc2)cc1 (centres undefined)
0 | -1 | 13 | 14 | 18 | 14 | 7 | 4 | Cc1ccccc1CNS(=O)(=O)c1ccc2c(c1)NC(=O)CCS2
2 | 3 | -2 | -8 | -2 | 16 | 19 | 1 | COC(=O)c1ccc(C2CC(=O)Nc3cc4c(cc32)OCO4)cc1 (centres undefined)
-2 | -3 | 5 | 3 | 0 | 6 | 0 | 0 | Clc1cccc(CN2CCCn3c(nc4ccccc43)C2)c1
5 | 0 | -20 | -4 | -17 | -10 | 20 | 6 | CC(=O)c1cccc(NC(=O)Cc2c(C)nc3c(-c4ccccc4)c(C)nn3c2C)c1
3 | -2 | -4 | -2 | 5 | -70 | -17 | -3 | C[C@@]12C[C@H](CN)N(C(=O)c3n[nH]c4c3CCC4)[C@@H]1CCCC[C@H]2O
0 | -5 | -8 | -6 | -37 | 7 | 4 | -3 | CCn1cc(C(=O)NCc2ccccc2)c(=O)c2ccc(C)nc21
-3 | 1 | -5 | -8 | 5 | 2 | -19 | 0 | CCOc1ccc(N2Cc3ccc(C(=O)O)cc3C2=O)cc1
-1 | -8 | -3 | 3 | -15 | 5 | 0 | 1 | Cc1cccc(NC(=O)c2c(C)sc3c(=O)n(C(C)C)cnc23)c1C
1 | 1 | 6 | 8 | 21 | 6 | 2 | 1 | Cc1ccc(C(=O)N2CCC(c3nc4ccccc4cc3C(N)=O)CC2)cn1
-1 | -1 | -1 | 1 | -1 | -19 | -3 | -2 | CN1CCc2nnc(C3CCCN3C(=O)c3cc(C4CCCCC4)no3)n2CC1 (centres undefined)
6 | 6 | 7 | 3 | 18 | 16 | 4 | 6 | Fc1ccc(C2(c3nc(-c4cccc(F)c4)no3)CCOCC2)cc1
2 | -3 | 26 | 7 | 3 | 12 | 4 | 1 | COc1cccc(CCNC(=O)c2ccc(N3C(=O)C(C)(C)CS3(=O)=O)cc2)c1
-14 | -5 | -40 | -37 | -180 | -26 | -32 | -8 | CC(C)C1Cc2c(sc3nc(SCC(=O)NCCc4ccccc4)nc(N)c23)CO1 (centres undefined)
0 | -4 | -8 | 0 | 4 | -222 | -9 | 4 | Cn1c(=O)c2c(nc(NCc3ccccc3)n2CC(O)CN2CCN(Cc3ccccc3)CC2)n(C)c1=O (centres undefined)
0 | 0 | 8 | 7 | 30 | 16 | 20 | 1 | O=C(NC1CC(=O)c2cc3c(cc21)OCO3)c1cccs1 (centres undefined)
12 | -2 | 0 | 3 | -7 | -33 | -6 | 2 | O=C(N[C@@H]1CN(Cc2ccco2)[C@@H]2COC[C@@H]21)c1cscn1
16 | 13 | -8 | -6 | 8 | 5 | 0 | 4 | O=C(C=C(c1ccccc1)c1ccccc1)NCC1(c2ccccc2)CCCC1
3 | 0 | 3 | 5 | 1 | -118 | -11 | 2 | O=C(NCC1CC1)c1cnc2ccccc2n1
-1 | 0 | -3 | -2 | 1 | -11 | -1 | -3 | O=C(NC1CC1)c1nc2c(s1)CCCN2c1ncccn1
0 | 0 | 5 | 8 | 26 | 1 | 19 | 3 | Cc1cc(C(=O)N2C[C@@H](C)[C@H](c3nc(-c4ccccc4)no3)C2)n[nH]1
